mut p53 react: mutant p53 pathway re-activators, primary screen, cell-based, SW480, luciferase, single point, HTS; SW480 PUMA-promoter luciferase, p53 mutant reactivation; activation, % at 9.98 µM; 1.5% of 28,000 active; in the data active = activation above about 52%; inconclusive = no clear call, values can overlap the other calls
STK33 inh: STK33 kinase inhibitors, primary screen, biochemical, luminescence, ADP-Glo, MBP substrate; Serine/threonine-protein kinase 33 (Homo sapiens), Q9BYT3; inhibition, % at 12.5 µM; 0.44% of 27,000 active; AID 2322, 2010; in the data active = inhibition above about 20%; inconclusive = no clear call, values can overlap the other calls
Target sequence (Q9BYT3 whole entry, looked up): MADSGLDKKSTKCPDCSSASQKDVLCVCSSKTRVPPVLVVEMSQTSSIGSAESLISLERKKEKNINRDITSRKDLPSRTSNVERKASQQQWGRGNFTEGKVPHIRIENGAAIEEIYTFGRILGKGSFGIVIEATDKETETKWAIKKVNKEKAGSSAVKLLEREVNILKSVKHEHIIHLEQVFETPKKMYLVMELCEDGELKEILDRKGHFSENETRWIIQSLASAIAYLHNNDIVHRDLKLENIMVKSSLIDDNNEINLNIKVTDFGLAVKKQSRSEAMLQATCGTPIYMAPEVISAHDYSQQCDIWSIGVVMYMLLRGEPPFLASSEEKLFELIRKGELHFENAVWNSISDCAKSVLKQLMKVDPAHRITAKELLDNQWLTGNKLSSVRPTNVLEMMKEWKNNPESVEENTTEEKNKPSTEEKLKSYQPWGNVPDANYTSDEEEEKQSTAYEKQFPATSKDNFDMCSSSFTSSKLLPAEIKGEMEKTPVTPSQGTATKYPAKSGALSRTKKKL
Numbers without * were called inactive.

What do the screens show for `CSc1ccccc1NC(=O)CN(c1cccc(Cl)c1Cl)S(C)(=O)=O`?
mut p53 react: 3; STK33 inh: 3

How did C[C@@H]1CN([C@H](C)CO)C(=O)c2cc(-c3ccc(F)cc3)cnc2O[C@@H]1CN(C)Cc1ccc(C(=O)O)cc1 do in these assays?
mut p53 react: 13

What do the screens show for `C[C@H](CO)N1C[C@H](C)[C@H](CN(C)Cc2ccc3c(c2)OCO3)Oc2ccc(NC(=O)Nc3ccccc3)cc2C1=O`?
STK33 inh: -1

Results for COc1ccc(S(=O)(=O)Nc2ccc3c(c2)C(=O)N([C@@H](C)CO)C[C@@H](C)[C@@H](CN(C)C(=O)c2ccncc2)OCCCC[C@H](C)O3)cc1 ?
mut p53 react: 6

Results for COc1ccc(S(=O)(=O)N(C)C[C@@H]2Oc3ccc(NC(=O)CCC(F)(F)F)cc3CC(=O)N([C@@H](C)CO)C[C@@H]2C)cc1 ?
STK33 inh: -1

What do the screens show for `CNC[C@@H]1Oc2ccc(NC(=O)Nc3ccccc3)cc2CC(=O)N([C@H](C)CO)C[C@H]1C`?
mut p53 react: 2; STK33 inh: -3

What do the screens show for `C/C=C1\C(O[C@@H]2O[C@H](CO)[C@@H](O)[C@H](O)[C@H]2O)OC=C(C(=O)OC)C1CC(=O)OC[C@H]1O[C@@H](OCCc2ccc(O)cc2)[C@H](OC(=O)CC2C(C(=O)OC)=COC(O[C@@H]3O[C@H](CO)[C@@H](O)[C@H](O)[C@H]3O)/C2=C\C)[C@@H](O)[C@@H]1O` (some centres not stated)?
mut p53 react: 19; STK33 inh: -1

Results for COc1ccccc1NC(=O)CSc1nc(C)cc(-c2ccccc2)n1 ?
mut p53 react: -1; STK33 inh: 0

How did Cc1cc2ncn(CC(O)COc3ccc(C(C)C)cc3)c2cc1C (configuration not stated) do in these assays?
mut p53 react: 0; STK33 inh: 0

Results for Cc1noc(C)c1S(=O)(=O)N(C)C[C@H]1OCCCC[C@H](C)Oc2ccc(NS(=O)(=O)c3cccs3)cc2C(=O)N([C@@H](C)CO)C[C@@H]1C ?
mut p53 react: -12

How did CC(C)NC(=O)Nc1cccc2c1O[C@H](CN(C)Cc1ccc(Cl)c(Cl)c1)[C@H](C)CN([C@H](C)CO)C2=O do in these assays?
mut p53 react: 6

What do the screens show for `C[C@H]1CN([C@@H](C)CO)C(=O)c2cc(NC(=O)Nc3ccc(C(F)(F)F)cc3)ccc2O[C@@H]1CN(C)S(=O)(=O)c1cn(C)cn1`?
STK33 inh: 1

Results for C[C@@H]1CN([C@@H](C)CO)C(=O)Cc2cc(NS(=O)(=O)c3ccc(F)cc3)ccc2O[C@@H]1CN(C)S(C)(=O)=O ?
STK33 inh: -1

What do the screens show for `C[C@@H]1CCCCO[C@@H](CN(C)C(=O)C2CCCCC2)[C@@H](C)CN([C@@H](C)CO)C(=O)c2cc(NC(=O)Nc3ccccc3)ccc2O1`?
mut p53 react: -14

How did Cc1ccc2c(c1)c(-c1ccccc1)c(-c1ccccc1)n2CC(O)Cn1c(C)cc(C)nc1=O (configuration not stated) do in these assays?
mut p53 react: -6

Results for COc1ccc(NC(=O)Nc2ccc3c(c2)CC(=O)N([C@H](C)CO)C[C@@H](C)[C@H](CN(C)Cc2ccc4c(c2)OCO4)O3)cc1 ?
STK33 inh: 4

How did Cc1ccc(S(=O)(=O)NCCN2CCOCC2)cc1-c1nnc2c3ccccc3c(C)nn12 do in these assays?
mut p53 react: -5; STK33 inh: 0

How did C[C@@H]1CCCCO[C@H](CN(C)S(=O)(=O)c2ccc(F)cc2)[C@H](C)CN([C@@H](C)CO)C(=O)c2cc(NC(=O)c3ccncc3)ccc2O1 do in these assays?
mut p53 react: -5

What do the screens show for `CCCC#Cc1cnc2c(c1)C(=O)N([C@H](C)CO)C[C@H](C)[C@@H](CN(C)C(=O)CN1CCOCC1)O2`?
mut p53 react: 3

What do the screens show for `C[C@H]1CCCCO[C@@H](CN(C)C(=O)C2CCCCC2)[C@@H](C)CN([C@@H](C)CO)C(=O)c2cc(NC(=O)Nc3ccccc3)ccc2O1`?
mut p53 react: -14

Looked up by structure from above (two):
What do the screens show for `C[C@H](CO)N1C[C@H](C)[C@H](CN(C)Cc2ccc3c(c2)OCO3)Oc2ccc(NC(=O)Nc3ccccc3)cc2C1=O`?
STK33 inh: -1

How did CC(C)NC(=O)Nc1cccc2c1O[C@H](CN(C)Cc1ccc(Cl)c(Cl)c1)[C@H](C)CN([C@H](C)CO)C2=O do in these assays?
mut p53 react: 6

(next part)
Results for C[C@@H]1CN([C@H](C)CO)C(=O)c2c(c3ccccc3n2C)-c2ccccc2CO[C@@H]1CN(C)C(=O)NC1CCCCC1 ?
mut p53 react: 12

How did Cn1c(NCc2ccco2)nc2c1c(=O)n(Cc1cccc(Br)c1)c(=O)n2C do in these assays?
mut p53 react: 26; STK33 inh: -1

Results for C/C=C/c1ccc2c(c1)O[C@H](CN(C)Cc1ccc(F)cc1)[C@@H](C)CN([C@@H](C)CO)S2(=O)=O ?
mut p53 react: -45

Results for C[C@@H]1CN([C@H](C)CO)C(=O)Cc2cc(NC(=O)Nc3cccc4ccccc34)ccc2O[C@H]1CN(C)S(=O)(=O)c1cn(C)cn1 ?
STK33 inh: -1

What do the screens show for `CCCn1c2ccccc2c2nnc(SCCN3CCCCC3)nc21`?
mut p53 react: 3; STK33 inh: -4

What do the screens show for `C[C@H](CO)N1C[C@H](C)[C@@H](CN(C)Cc2ccc(-c3ccccc3)cc2)Oc2ccc(NC(=O)c3ccncc3)cc2CC1=O`?
mut p53 react: -13

What do the screens show for `COc1ccc(S(=O)(=O)Nc2ccc3c(c2)CC(=O)N([C@@H](C)CO)C[C@@H](C)[C@@H](CN(C)C(=O)Nc2cccc4ccccc24)O3)cc1`?
STK33 inh: -2

What do the screens show for `COc1ccc(CCNc2ncnc3nc[nH]c23)cc1OC`?
mut p53 react: -5; STK33 inh: inconclusive

What do the screens show for `C[C@@H]1CN([C@@H](C)CO)C(=O)c2cccc(NC(=O)NC3CCCCC3)c2O[C@H]1CN(C)C(=O)NC1CCCCC1`?
mut p53 react: -3

Results for NC(=O)c1ccc(NC(=O)CNS(=O)(=O)c2cc(Cl)ccc2Cl)cc1 ?
mut p53 react: -5; STK33 inh: 1

How did CC(C)NC(=O)N(C)C[C@H]1Oc2ccc(NC(=O)Nc3ccc4c(c3)OCO4)cc2CC(=O)N([C@@H](C)CO)C[C@H]1C do in these assays?
STK33 inh: 2

How did Cc1noc(C)c1NC(=O)N(C)C[C@H]1Oc2ccc(NS(=O)(=O)c3ccccc3)cc2CC(=O)N([C@@H](C)CO)C[C@H]1C do in these assays?
STK33 inh: 0

Results for C[C@H](CO)N1C[C@H](C)[C@H](CN(C)C(=O)Nc2ccc3c(c2)OCO3)Oc2ccc(NC(=O)Cn3cnnn3)cc2CC1=O ?
STK33 inh: 7

What do the screens show for `CC(NS(=O)(=O)c1ccc(Cl)cc1)C(=O)Nc1ccccc1C(F)(F)F` (configuration not stated)?
mut p53 react: -5; STK33 inh: 2

What do the screens show for `O=S(=O)(c1cccc(NC(=S)NCc2ccco2)c1)N1CCOCC1`?
mut p53 react: 5; STK33 inh: -3

What do the screens show for `COc1cccc(NC(=O)c2ccc(OC)c(OC)c2)c1`?
STK33 inh: 1

Results for Cc1noc(C)c1NC(=O)N(C)C[C@@H]1Oc2ccc(NC(=O)Nc3cccc4ccccc34)cc2C(=O)N([C@@H](C)CO)C[C@H]1C ?
mut p53 react: 3; STK33 inh: 0

Results for C[C@H](O)C#Cc1cnc2c(c1)C(=O)N([C@@H](C)CO)C[C@H](C)[C@H](CN(C)C(=O)Nc1ccc(F)cc1)O2 ?
mut p53 react: 8

Results for C[C@@H]1CN([C@@H](C)CO)C(=O)c2cccc(NC(=O)C3CCOCC3)c2O[C@@H]1CN(C)Cc1ccccc1 ?
mut p53 react: 0

How did C[C@H](CO)N1C[C@H](C)[C@H](CN(C)Cc2ccncc2)OCCCC[C@H](C)Oc2ccc(NC(=O)Nc3ccccc3)cc2C1=O do in these assays?
mut p53 react: -6

Structural class: the entries above containing an aryl methoxy group
Results for COc1ccc(S(=O)(=O)Nc2ccc3c(c2)C(=O)N([C@@H](C)CO)C[C@@H](C)[C@@H](CN(C)C(=O)c2ccncc2)OCCCC[C@H](C)O3)cc1 ?
mut p53 react: 6

Results for COc1ccc(S(=O)(=O)N(C)C[C@@H]2Oc3ccc(NC(=O)CCC(F)(F)F)cc3CC(=O)N([C@@H](C)CO)C[C@@H]2C)cc1 ?
STK33 inh: -1

Results for COc1ccccc1NC(=O)CSc1nc(C)cc(-c2ccccc2)n1 ?
mut p53 react: -1; STK33 inh: 0

Results for COc1ccc(NC(=O)Nc2ccc3c(c2)CC(=O)N([C@H](C)CO)C[C@@H](C)[C@H](CN(C)Cc2ccc4c(c2)OCO4)O3)cc1 ?
STK33 inh: 4

What do the screens show for `COc1ccc(S(=O)(=O)Nc2ccc3c(c2)CC(=O)N([C@@H](C)CO)C[C@@H](C)[C@@H](CN(C)C(=O)Nc2cccc4ccccc24)O3)cc1`?
STK33 inh: -2

What do the screens show for `COc1ccc(CCNc2ncnc3nc[nH]c23)cc1OC`?
mut p53 react: -5; STK33 inh: inconclusive

What do the screens show for `COc1cccc(NC(=O)c2ccc(OC)c(OC)c2)c1`?
STK33 inh: 1

New compounds follow
Results for C[C@H]1CN([C@@H](C)CO)C(=O)Cc2cc(NC(=O)CCN3CCOCC3)ccc2O[C@@H]1CN(C)C(=O)Nc1ccc(C(F)(F)F)cc1 ?
STK33 inh: -3

How did COc1cc(C2NC(=S)NC(c3ccccc3)=C2C(C)=O)cc(Cl)c1OCC(=O)O (configuration not stated) do in these assays?
mut p53 react: -4; STK33 inh: 2

Results for COc1ccccc1S(=O)(=O)N(C)C[C@H]1OCc2cn(nn2)CCCC(=O)N([C@@H](C)CO)C[C@H]1C ?
STK33 inh: -4

How did Fc1ccc(-c2cn3cccc(OCc4ccc(Cl)c(Cl)c4)c3n2)cc1 do in these assays?
mut p53 react: 41

How did CN(C)CCCN1C(=O)[C@@]2(Cc3ccccc31)c1ccccc1C(=O)N(Cc1ccccc1Cl)[C@H]2c1ccc(CO)cc1 do in these assays?
STK33 inh: 0

How did c1ccc(-c2nsc(NC3Cc4ccccc4C3)n2)cc1 do in these assays?
mut p53 react: 109*

What do the screens show for `C[C@H](CO)N1C[C@H](C)[C@@H](CN(C)C(=O)NC2CCCCC2)Oc2c(NC(=O)c3cnccn3)cccc2C1=O`?
mut p53 react: 4

How did Cc1cc(=O)[nH]c(SCc2cn3c(C)cc(C)nc3n2)n1 do in these assays?
mut p53 react: 6

How did Cc1ccc(-c2ccc3c(c2)O[C@H](CN(C)S(C)(=O)=O)[C@@H](C)CN([C@@H](C)CO)S3(=O)=O)cc1 do in these assays?
mut p53 react: -3

How did O=C1CCc2cc(OCc3ccc(Cl)cc3)ccc2O1 do in these assays?
mut p53 react: 8

Results for C[C@H]1CN([C@@H](C)CO)S(=O)(=O)c2ccc(C#Cc3ccccn3)cc2O[C@@H]1CN(C)Cc1ccccc1 ?
mut p53 react: -36

Results for C[C@@H]1CCCCO[C@@H](CN(C)C(=O)C2CCCCC2)[C@H](C)CN([C@H](C)CO)C(=O)c2cc(NC(=O)Nc3ccc(C(F)(F)F)cc3)ccc2O1 ?
mut p53 react: -61

How did O=C(CSc1nc2ccccc2c(=O)[nH]1)NCCO do in these assays?
mut p53 react: 1; STK33 inh: 6

How did COc1ccc(C)cc1S(=O)(=O)N(C)CC(=O)Nc1ccccc1SC do in these assays?
mut p53 react: -4; STK33 inh: 1

What do the screens show for `Nc1ccc(S(=O)(=O)Nc2ccccn2)cc1`?
STK33 inh: -4

How did Cc1ccc(S(=O)(=O)Nc2ccc3c(c2)C(=O)N([C@H](C)CO)C[C@H](C)[C@@H](CN(C)Cc2ccncc2)OCCCC[C@@H](C)O3)cc1 do in these assays?
STK33 inh: -1

What do the screens show for `CNC[C@@H]1Oc2ncc(-c3cc4ccccc4o3)cc2C(=O)N([C@H](C)CO)C[C@@H]1C`?
mut p53 react: 3; STK33 inh: -1

How did C[C@H](CO)N1C[C@H](C)[C@H](CN(C)C(=O)Cc2ccccc2)OCCCC[C@H](C)Oc2ccc(NC(=O)Nc3ccccc3)cc2C1=O do in these assays?
mut p53 react: -34

What do the screens show for `CCOC(=O)N1CC=C2C(C1)C(c1cccc(C(F)(F)F)c1)C(C#N)=C(N)C2(C#N)C#N` (configuration not stated)?
STK33 inh: 2

How did COc1ccc(C2(CNC(=O)c3ccc(OC)c([N+](=O)[O-])c3)CCCC2)cc1OC do in these assays?
mut p53 react: -21; STK33 inh: -3

What do the screens show for `C[C@H]1CN([C@@H](C)CO)C(=O)c2cc(NC(=O)CCC(F)(F)F)ccc2O[C@@H]1CN(C)Cc1ccc2c(c1)OCO2`?
STK33 inh: 1

Results for CC(C)(C)c1ccccc1NC(=O)c1cccc(Cn2cc(Cl)cn2)c1 ?
mut p53 react: -3

What do the screens show for `Cc1cc(S(=O)(=O)Nc2c(C)nc3nc[nH]n3c2=O)ccc1F`?
mut p53 react: -14; STK33 inh: -2

Results for C[C@H](CO)N1C[C@H](C)[C@@H](CN(C)C(=O)NC2CCCCC2)Oc2ccc(NC(=O)Nc3ccc4c(c3)OCO4)cc2CC1=O ?
mut p53 react: 9

What do the screens show for `O=C(COc1ccc(Cl)cc1)Nc1cccc(-c2nc3ncccc3o2)c1`?
mut p53 react: 50; STK33 inh: 7

Results for Cc1noc(C)c1NC(=O)Nc1ccc2c(c1)CC(=O)N([C@@H](C)CO)C[C@H](C)[C@@H](CN(C)S(C)(=O)=O)O2 ?
STK33 inh: -1

What do the screens show for `COc1cccc(-c2cc(C(=O)NCc3ccco3)c3cc(C)cc(C)c3n2)c1`?
mut p53 react: 14; STK33 inh: 1

Results for CC(=O)c1cccc(NC(=O)CNS(=O)(=O)c2ccc(Br)cc2)c1 ?
mut p53 react: 19; STK33 inh: -4

Results for O=C(COc1ccc(Br)cc1Cl)Nc1ccccc1[N+](=O)[O-] ?
mut p53 react: 39; STK33 inh: 1

Results for Cc1nc(C(F)(F)F)nc(Sc2cccc(C(F)(F)F)c2)c1C ?
mut p53 react: -1

Not all compounds are listed. The share of hits here may be higher or lower than overall.
